Casp1 inh: qHTS Assay for Allosteric/Competitive Inhibitors of Caspase-1; P29466; Caspase-1 enzyme, Ac-WEHD-AFC fluorogenic rate; Potency, µM (doses to about 57.5 µM), for the others: at the highest dose activity change, negative = inhibition, usual class: inhibitors; actives 0.03% (n = 75,000); AID 900, 2007;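 also: potency is read from the fitted curve at half-maximal effect; plate controls were vehicle for no effect and no substrate for full effect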
Rhodamine fluor: qHTS Assay for Spectroscopic Profiling in Rhodamine Spectral Region. Rhodamine-region fluorescence, 547/598 nm, Tris buffer; hits give high values. max dye-equivalent concentration, M. actives 0.05% (n = 59,000); in the data active = max dye-equivalent concentration above about 11 nM; inconclusive = between about 1.1 nM and that limit
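Steps: pin-transfer compounds into pH 8.0 Tris (100 mM), hold 15 min at room temperature, image with a 547/598 nm filter pair, and convert intensities to rhodamine-equivalent concentration using a six-point on-plate rhodamine series.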
USP2a inhib: qHTS Assay for Inhibitors of Ubiquitin-specific Protease USP2a; Ubiquitin carboxyl-terminal hydrolase 2 (Homo sapiens), O75604; USP2a enzymatic assay, qHTS inhibition; Potency, µM (series often up to 38.3 µM), for inactives: at the highest dose activity change, negative = inhibition, hits mostly inhibitors; actives 0.1% (n = 60,000); AID 927, 2007;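 also: potency is read from the fitted curve at half-maximal effect; nearly all actives have a fitted effect of over 60% in size; plate controls were DMSO for no effect and NEM full inhibition control for full effect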
Target sequence (O75604 whole entry, looked up): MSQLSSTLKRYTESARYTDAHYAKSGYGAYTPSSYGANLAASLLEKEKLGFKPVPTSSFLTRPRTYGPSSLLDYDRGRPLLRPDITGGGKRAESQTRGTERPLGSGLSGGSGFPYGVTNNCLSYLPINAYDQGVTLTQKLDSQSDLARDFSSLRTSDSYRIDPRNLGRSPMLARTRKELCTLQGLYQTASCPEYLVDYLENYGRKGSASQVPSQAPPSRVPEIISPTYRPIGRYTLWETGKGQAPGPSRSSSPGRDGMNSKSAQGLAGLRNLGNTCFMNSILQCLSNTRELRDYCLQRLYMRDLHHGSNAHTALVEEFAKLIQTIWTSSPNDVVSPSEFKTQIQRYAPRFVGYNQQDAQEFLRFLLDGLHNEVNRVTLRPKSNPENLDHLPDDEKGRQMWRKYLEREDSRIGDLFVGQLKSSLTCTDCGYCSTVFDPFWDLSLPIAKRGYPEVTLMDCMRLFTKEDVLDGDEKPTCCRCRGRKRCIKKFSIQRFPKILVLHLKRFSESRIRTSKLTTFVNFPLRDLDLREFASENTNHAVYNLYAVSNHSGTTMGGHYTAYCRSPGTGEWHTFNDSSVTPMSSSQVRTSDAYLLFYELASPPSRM
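USP2 core (20nM final) preincubated 30 min RT with compound, then Ub-PLA2 20nM and NBD C6-HPC 20uM final added; buffer 20mM Tris-HCl pH 8.0, 2mM CaCl2. Fluorescence Ex 460/Em 535 read at 0 and 2.5 h; normalized to NEM.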
Caspase-7 inhib: qHTS Assay for Allosteric/Competitive Inhibitors of Caspase-7; AID 889, 2007; actives 0.02% (n = 75,000); recombinant caspase-7, Ac-DEVD-AFC fluorescence rate; Potency, µM (top dose mostly 57.5 µM), for the others: top-dose activity change, negative = inhibition, usual class: inhibitors; active = well fitted inhibition curve with a large enough effect in the main read-out, with a control signal flat, not every such curve was filed as active; inconclusive = small, poorly fitted or top-dose-only effect, or a change in a side signal; also: potency is read from the fitted curve at half-maximal effect; % of control where 0% means no effect
BRCT inh red: qHTS Assay for Inhibitors of BRCT-Phosphoprotein Interaction (Red Fluorophore). Breast cancer type 1 susceptibility protein (Homo sapiens), P38398. BRCT-phosphopeptide binding, red fluorescence polarization. Potency, µM (series often up to 76.9 µM), for the others: top-dose activity change, negative = inhibition, hits mostly inhibitors. actives 0.03% (n = 75,000); also: % is scaled to controls: 0 for no effect and ±100 for the full control effect
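Fluorescence polarization: 100 nM His-tagged BRCA1 BRCT with 100 nM TAMRA-labelled phospho-BACH1 decapeptide, phosphate buffer pH 7.3 with 150 mM NaCl, DTT, 0.01% Tween 20; 12 min RT. Binding inhibition seen as FP decrease.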
HADH2 inh: qHTS Assay for Inhibitors of HADH2 (Hydroxyacyl-Coenzyme A Dehydrogenase, Type II) | recombinant HADH2, NADH fluorescence, beta-hydroxybutyryl-CoA | Potency, µM (doses to about 57.1 µM), for the others: top-dose activity change, negative = inhibition, most hits filed as inhibitors | actives 3.4% (n = 73,000); also: potency is read from the fitted curve at half-maximal effect; % is scaled to controls: 0 for no effect and ±100 for the full control effect; nearly all actives have a fitted effect of over 60% in size; many of its hits are not listed in these tables
Target sequence (Q99714 whole entry, looked up, one chain of several): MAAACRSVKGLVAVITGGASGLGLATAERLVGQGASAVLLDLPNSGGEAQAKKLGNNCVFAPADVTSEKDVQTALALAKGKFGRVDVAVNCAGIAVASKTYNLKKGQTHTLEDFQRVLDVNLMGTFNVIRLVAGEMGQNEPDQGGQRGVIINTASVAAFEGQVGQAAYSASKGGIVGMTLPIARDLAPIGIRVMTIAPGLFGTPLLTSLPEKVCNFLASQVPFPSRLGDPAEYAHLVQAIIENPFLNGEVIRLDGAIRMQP
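His-tagged recombinant enzyme from E. coli, 20 nM, preincubated 15 min RT with compound; reaction started with 1 mM NAD+ and 90 uM beta-hydroxybutyryl-CoA in 100 mM Tris-HCl pH 9.0. NADH fluorescence (ex 360/em 450) read over 4 min; last-minus-first difference.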
BRCT inh green: qHTS Assay for Inhibitors of BRCT-Phosphoprotein Interaction (Green Fluorophore). Breast cancer type 1 susceptibility protein (Homo sapiens), P38398. BRCA1 BRCT-phosphopeptide binding, green fluorescence polarization. Potency, µM (titrated, usually from 76.9 µM), inactives show top-dose activity change, negative = inhibition, actives largely listed as inhibitors. actives 0.05% (n = 75,000). AID 875, 2007;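 also: potency is read from the fitted curve at half-maximal effect; plate controls were peptide without protein for full effect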
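Compounds were incubated for 12 min at room temperature with a complex of 100 nM fluorescein-tagged pBACH1 decapeptide and 250 nM His-tagged BRCT protein. Buffer was phosphate pH 7.3 with EDTA, DTT and Tween 20. Disruption of binding lowers the polarization signal.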
Tau fil binding: qHTS Assay for Tau Filament Binding; recombinant tau filaments, thioflavin S fluorescence, 15 h; filaments grown with octadecylsulfate alongside compound; Potency, µM (titrated, usually from 57.1 µM), without a hit: at the highest dose activity change, negative = inhibition; Microtubule-associated protein tau (Homo sapiens), P10636; actives 2% (n = 71,000);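 also: potency is read from the fitted curve at half-maximal effect; % is scaled to controls: 0 for no effect and ±100 for the full control effect; actives lower thioflavin S fluorescence by blocking filaments or displacing dye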
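Quantitative HTS: thioflavine S signal from ODS-induced tau filaments, excited at 450 nm, emission 510 nm. Conditions: 1 uM tau, 30 uM ODS, 15 h at 37 C, pH 7.4.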
Pol III holo inh: qHTS Assay for Inhibitors of DNA Polymerase III Holoenzyme System. actives 0.25% (n = 71,000). AID 603, 2007. Potency, µM (titrated, usually from 57.1 µM), for the others: at the highest dose activity change, negative = inhibition. reconstituted DNA polymerase III holoenzyme replication, biochemical; also: potency is read from the fitted curve at half-maximal effect; % is scaled to controls: 0 for no effect and ±100 for the full control effect
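Reconstituted *E. coli* holoenzyme (0.35 nM Pol III, 1 nM beta, 154 nM SSB, 2 nM primase) was preincubated with compound for 15 min at RT. Synthesis on 1.4 nM ssM13Gori ran 35 min, then was stopped with PicoGreen/EDTA and read as dsDNA fluorescence.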
HEK293 cAMP cs: qHTS Assay for Agonists of the Thyroid Stimulating Hormone Receptor: Activators of Intracellular cAMP Concentrations in Parental HEK 293; parental HEK293 CNG cAMP sensor, membrane potential fluorescence; Potency, µM (top dose mostly 57.1 µM), without a hit: at the top dose activation, usual class: activators; actives 2.5% (n = 73,000); AID 938, 2007; also: potency is read from the fitted curve at half-maximal effect; % of control where 0% means no effect; nearly all actives have a fitted effect of over 55% in size
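Counterscreen for endogenous-receptor signalling: CNG-channel HEK 293 cells report cAMP rise by membrane depolarization. After 60 min dye equilibration with 100 uM RO 20-1724, compounds incubated 30 min before bottom-read fluorescence at 590 nm.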
ALOX15 inhib: qHTS Assay for Inhibitors of 15-hLO (15-human lipoxygenase) | purified 15hLO-1, xylenol orange hydroperoxide absorbance | Potency, µM (top dose mostly 57.1 µM), inactives show top-dose activity change, negative = inhibition, actives largely listed as inhibitors | actives 1.4% (n = 74,000) | Polyunsaturated fatty acid lipoxygenase ALOX15 (Homo sapiens), P16050; also: potency is read from the fitted curve at half-maximal effect; % is scaled to controls: 0 for no effect and ±100 for the full control effect; nearly all actives have a fitted effect of over 55% in size
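Purified human 15hLO-1 (40 nM final) in 25 mM Hepes pH 7.5, 0.01% Triton X-100 was preincubated with compound 15 min at room temperature, then reacted 6 min with 50 uM arachidonic acid; hydroperoxide detected by Fe-XO, 573/405 nm absorbance ratio.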
Active calls of the source: *; i = inactive; ? = inconclusive; · = no result given; [ ] = dose if it differs, or a comment. Unless noted, calls follow the shape of the dose curve; as a rule, active = well fitted curve in the direction sought with a large enough effect; inconclusive = small, poorly fitted or top-dose-only effect, or another doubt; inactive = no such curve, though single readings can be large; an effect the other way counts as inactive or inconclusive. Only part of the results is shown; rates above refer to the full screens.

SMILES	Casp1 inh	Rhodamine fluor	USP2a inhib	Caspase-7 inhib	BRCT inh red	HADH2 inh	BRCT inh green	Tau fil binding	Pol III holo inh	HEK293 cAMP cs	ALOX15 inhib
CC(=O)OC[C@@H]1O[C@@H](O/N=C2/C[C@@H](O)[C@@H](O)[C@@H]3[C@@H]4C(=O)N(Cc5ccccc5)C(=O)[C@H]4CC[C@H]23)[C@H](OC(C)=O)[C@H](OC(C)=O)[C@@H]1OC(C)=O	0%[11.5 µM]	·	·	0%[11.5 µM]	0.6%[15.4 µM]	7%[11.4 µM]	-0.9%[15.4 µM]	·	·	-3%[11.4 µM]	4%[11.4 µM]
O=C(NCC1CCCO1)c1c(O)c2c([nH]c1=O)CCCC2 (stereo not drawn)	-2%	i	0%	-1%	-3.2%	10%	-1.4%	-2%	-3%	?	-12%
COc1cccc(-c2cc(C(=O)Nc3ccccc3SC)no2)c1	-1%	i	-14%	0%	-0.1%	-13%	-0.6%	30%	-2%	18%	-19%
COc1ccccc1N1CCN(C(=O)c2cc(C3CC3)on2)CC1	-2%	·	·	-3%	-0.2%	2%	-0.8%	-4%	-3%	4%	-3%
O=C(Nc1nnc(SCc2ccccc2)s1)c1cccs1	-2%	i	4%	-1%	0.4%	-19%	0.1%	44%	2%	8%	-1%
Cc1cc(NC(=O)c2ccco2)ncc1NC(=O)CCc1ccccc1	-1%	i	2%	8%	-4.4%	-7%	6.3%	10%	-2%	-7%	6%
Cc1noc(C)c1C(=O)N1CCC[C@@]2(CCN(c3ncccn3)C2)C1	-3%	i	1%	1%	-0.7%	2%	-2.5%	3%	-4%	8%	8%
COC(=O)CSC1=C(C#N)C(c2ccccc2OC)C(C(=O)OC)C(=O)N1 (stereo not drawn)	0%	·	2%[7.66 µM]	2%	-1.2%	0%[11.4 µM]	-0.4%	4%[11.4 µM]	-5%[11.4 µM]	-3%[11.4 µM]	-4%[11.4 µM]
O=C(CSc1nc2cc(Cl)ccc2s1)N1CCN(C(=O)c2ccco2)CC1	-1%	i	20%	0%	-0.7%	-5%	-0.8%	14%	-3%	?	2%
COC(=O)c1cccc(NC(=O)CSc2nc(=O)cc(N)n2-c2ccccc2)c1	0%	i	30%	-6%	2.3%	3%	-1.5%	-4%	4%	-1%	-15%
CN(C)C(=O)Cn1nc(-c2ccccc2)c2ccccc2c1=O	2%	i	7%	0%	-0.1%	1%	-2.3%	-3%	-2%	26%	7%
CNc1nc(-c2ccoc2)nc2ccccc12	-6%	i	145%[activator]	-11%	-1.2%	6%	-2.9%	?	-9%	9%	0%
CCOC(=O)C1=C(CSc2n[nH]c(N)n2)NC(=O)NC1C (stereo not drawn)	-5%	i	-1%	-6%	1.2%	-6%	-1.5%	5%	-1%	-5%	4%
CCC(Sc1nc(=O)cc(N)n1CCc1ccccc1)C(=O)Nc1ccccc1C#N (stereo not drawn)	-1%	i	27%	-7%	-0.3%	7%	-2.5%	5%	-1%	4%	2%
CC1CN(Cc2nc3c(c(=O)n(C)c(=O)n3C)n2CCN2CCOCC2)CC(C)O1 (stereo not drawn)	-1%	i	5%	-1%	0.5%	1%	7.2%	-2%	-6%	-3%	-22%
N#CCCN1CCN(Cc2cc(-c3ccccc3)ccc2O)CC1	-1%	i	10%	0%	-0.1%	-8%	0.1%	7%	-6%	13%	-4%
CCN(CC)S(=O)(=O)c1ccc(S(=O)(=O)Nc2cc3c(cc2C(C)=O)OCO3)cc1	-3%	i	3%	-1%	0.1%	49%[activator]	0.8%	60%	-2%	?	-7%
O=c1c2c3c(sc2ncn1/N=C/c1ccc(Br)o1)CCCC3	-9%	·	·	-3%	-0.9%	3%	0.5%	165%	-4%	8%	-14%
O=C(Nc1ccc2c(c1)oc1ccccc12)c1ccc2c(c1)OCO2	0%	i	-2%	-1%	-0.8%	3%	-0.9%	116%	-3%	6%	-1%
Cc1ccnc(N2CCC(C(=O)NC3CCCCCC3)CC2)n1	2%	i	4%	0%	1.2%	7%	1.5%	4%	-5%	9%	-2%
CC1=CC2C(CC1=O)C(C)=CCC2C(C)C (stereo not drawn)	2%	·	?	2%	2.2%	·	-0.8%	·	·	·	-7%
O=C(NCCOC(=O)c1cccs1)c1cccnc1	0%	i	-3%	1%	-0.6%	-1%	-2.1%	5%	?	19%	5%
Cc1ccc(CCNC(=O)Cn2cccc2)cc1	0%	i	2%	0%	-1.0%	11%	-1.4%	7%	-5%	2%	7%
O=C(COc1ccc(Cl)cc1)Nc1nc(-c2cccs2)cs1	0%	i	9%	-2%	0.3%	12%	2.6%	33%	-3%	25µM*	-24%
CCOC(=O)C1C(=O)NC(N2CCCCC2)=NC1c1ccccc1 (stereo not drawn)	-1%	i	-7%	-1%	-0.5%	-2%	-2.3%	2%	4%	2%	7%
SMILES	Casp1 inh	Rhodamine fluor	USP2a inhib	Caspase-7 inhib	BRCT inh red	HADH2 inh	BRCT inh green	Tau fil binding	Pol III holo inh	HEK293 cAMP cs	ALOX15 inhib
C=CCN(c1ccc(C(=O)N2CCCC2)cc1)S(C)(=O)=O	-1%	i	-6%	1%	-1.2%	13%	-0.7%	11%	-2%	?	7%
CCC(=O)N1CCN(c2ccccc2NC(=O)COc2ccccc2Cl)CC1	-2%	i	20%	-10%	-0.5%	-2%	0.7%	-14%	2%	23%	-16%
Cc1ccc(Nc2nc(C(=O)NCc3ccco3)cs2)cc1	2%	i	13%	-4%	0.3%	-9%	-0.5%	-9%	0%	-10%	-21%
Fc1cccc(F)c1CN1CCN(c2ncccn2)CC1	2%	i	-4%	-1%	1.0%	6%	-2.0%	2%	8%	1%	-3%
COc1cc2c(=O)n(-c3ccc(C)cc3)c(=O)n(CC(=O)c3ccc4c(c3)OCO4)c2cc1OC	2%	i	45%[activator]	0%	0.9%	10%	-0.7%	3%	4%	9%	5%
Cc1cc(NC(c2cccnc2)c2ccc3cccnc3c2O)no1 (stereo not drawn)	3%	i	6%	-2%	0.6%	7%	-0.8%	-1%	1%	7%	112%[activator]
Cc1ccc(-c2cc(C(=O)Nc3cc(C)on3)c3ccccc3n2)c(C)c1	-5%	·	·	-5%	-1.0%	-2%	0.7%	?	-4%	?	-30%
Cn1c(=S)c2[nH]c(SCCN3C(=O)c4ccccc4C3=O)nc2n(C)c1=O	-1%[11.5 µM]	i	·	-2%[11.5 µM]	-0.9%[15.4 µM]	3%[11.4 µM]	-1.1%[15.4 µM]	4%[11.4 µM]	-10%[11.4 µM]	0%[11.4 µM]	23%[11.4 µM]
CCOC(=O)N1CCN(C(=O)c2ccc3c(=O)n(CCOC)c(=O)[nH]c3c2)CC1	1%	i	-3%	0%	-4.8%	?	-0.4%	12%	-1%	-2%	-1%
Cc1nc2ncnn2c(N2CCN(c3cccc(C(F)(F)F)c3)CC2)c1C	1%	i	7%	1%	0.8%	5%	-2.0%	59%	-4%	?	3%
O=C1OCc2cc(NC(=O)C3CCCCC3)ccc21	1%	i	12%	0%	-1.0%	-1%	2.0%	3%	-6%	7%	3%
COc1ccccc1CN1CCC2(CC1)CCN(C(=O)c1c(C)noc1C)CC2	0%	i	14%	-2%	0.4%	1%	-2.8%	4%	0%	6%	-3%
CC(=O)N1CCc2cc(S(=O)(=O)NCCC(=O)Nc3cc(C)cc(C)c3)ccc21	-2%	i	14%	2%	-1.0%	10%	0.1%	-5%	-4%	0%	-3%

Compound activity: PubChem BioAssay, National Center for Advancing Translational Sciences (NCATS)
